PI5P4K alpha inh = blocks human PI5P4K alpha kinase activity; P48426; PI5P4Kalpha enzyme, ADP-Glo luminescence, 60 min; hits give low values; max response, %; 330,000 tested, 1.2% active; active = max response of -50% or lower; inconclusive = between -30% and -50%; inactive = -30% or higher; note: value at the top dose of about 77 µM; % is set by controls: 0 for no effect and ±100 for the full control effect
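PI5P4Kalpha ADP-Glo assay; 5 microM ATP final; 60 min RT reaction; HEPES pH 7.4/EGTA/CHAPS, 5% DMSO; controls lacking substrate or enzyme; luminescent end-point.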
EPAC1 ag = agonists of human EPAC1. AID 720707. Potency, µM (top dose mostly 154 µM), for inactives: at the highest dose activation, actives largely listed as activators. EPAC1 agonist qHTS, biochemical assay; response scale: 100% = response to 6.5 mM cAMP. 360,000 tested, 0.073% active. O95398; note: potency is the fitted concentration of half-maximal effect; nearly all actives have a fitted effect of over 60% in size
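Compounds were pinned as a concentration titration into mixtures of EPAC1 (100 nM), BODIPY-GDP-loaded Rap1B (250 nM) and GDP (50 uM). After 5 min at room temperature, fluorescence was followed for 30 min; activity was scaled to 6.5 mM cAMP.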
EPAC1 antag = antagonists of human EPAC1; EPAC1 GEF assay, Rap1b-BODIPY-GDP exchange fluorescence; O95398; AID 720709; Potency, µM (doses to about 115 µM), for inactives: at the highest dose activity change, negative = inhibition, actives largely listed as inhibitors; 360,000 tested, 0.14% active;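 note: potency is the fitted concentration of half-maximal effect; plate controls were vehicle for no effect and positive control for full effect; nearly all actives have a fitted effect of over 50% in size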
CCT modulator = cytosolic chaperonin activity modulation; purified chaperonin ATPase assay, HTRF ADP detection, 30 min; activity change, % (concentration not given with the values), hits read low; 360,000 tested, 0.3% active; AID 651819; in the data active = activity change below about -30%; note: % is set by controls: 0 for no effect and ±100 for the full control effect
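TRiC at 40 or 20 nM final (batch-dependent) in 30 mM Tris pH 7.4, 100 mM KCl, 5 mM MgCl2, 1 mM DTT, with compound at single 76 uM and 10 uM ATP, 30 min at 37 deg C. ADP detected by HTRF Transcreener, 665/615 ratio.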
WRN inhibitor = blocks human WRN helicase; AID 651768; 360,000 tested, 0.46% active; Potency, µM (top dose mostly 114 µM), without a hit: at the highest dose activity change, negative = inhibition, usual class: inhibitors; WRN helicase unwinding, fluorescent forked duplex, kinetic; note: potency is the fitted concentration of half-maximal effect; % is set by controls: 0 for no effect and ±100 for the full control effect; nearly all actives have a fitted effect of over 55% in size
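Kinetic red-fluorescence monitoring (525/598 nm) tracks WRN helicase activity after 100 nM fluorophore-quencher forked duplex and 2 mM ATP are added to 20 nM enzyme pretreated 15 min at room temperature with compound.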
Mm-Cpn inhibitor = M. maripaludis TRiC chaperonin inhibition; 330,000 tested, 0.031% active; AID 504842; Potency, µM (highest dose often 76.9 µM), without a hit: at the top dose activity, negative = inhibition, actives largely listed as inhibitors; purified Mm-Cpn ATPase, ADP Transcreener TR-FRET; note: potency is the fitted concentration of half-maximal effect; % is set by controls: 0 for no effect and ±100 for the full control effect; nearly all actives have a fitted effect of over 80% in size
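25 nM Mm-CPN + cpd, 10 min 37°C; + 10 uM ATP, 30 min 37°C; buffer 30 mM Tris pH 7.4, 100 mM KCl, 5 mM MgCl2, 1 mM DTT; Transcreener ADP HTRF detection 30 min RT.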
PLK1 PBD inh = PLK1 (human) polo-box domain binding inhibition; P53350; Plk1 PBD binding of FITC phosphopeptide, fluorescence polarization; Potency, µM, inactives show max response, negative = inhibition, actives largely listed as inhibitors; 360,000 tested, 2.8% active; AID 720504; note: potency is the fitted concentration of half-maximal effect; series mostly up to about 57 µM; % is set by controls: 0 for no effect and ±100 for the full control effect; nearly all actives have a fitted effect of over 65% in size
EPAC2 antag = blocks human EPAC2 exchange factor. Q8WZA2. EPAC2 GEF exchange of Rap1B-BODIPY-GDP, fluorescence. Potency, µM (series often up to 114 µM), without a hit: at the top dose activity, negative = inhibition, usual class: inhibitors. 360,000 tested, 0.18% active. AID 720708; note: potency is the fitted concentration of half-maximal effect; % is set by controls: 0 for no effect and ±100 for the full control effect; nearly all actives have a fitted effect of over 45% in size; many of its hits are not listed in these tables
Starred values were filed as active, the others as inactive; ? = inconclusive; · = no result given; [ ] = remark or other dose. Unless noted, calls come from the whole dose curve; as a rule, active = well fitted curve in the direction sought with a large enough effect; inconclusive = small, poorly fitted or top-dose-only effect, or another doubt; inactive = no such curve, though single readings can be large; an effect the other way counts as inactive or inconclusive. A portion of the library; the hit share may differ from the screen's.

| PI5P4K alpha inh | EPAC1 ag | EPAC1 antag | CCT modulator | WRN inhibitor | Mm-Cpn inhibitor | PLK1 PBD inh | EPAC2 antag | SMILES |
| --- | --- | --- | --- | --- | --- | --- | --- | --- |
| -1 | 1% | -1% | -2.4 | -7%[57.1 µM] | 1% | -3% | -4% | COC(=O)C1CSC(C(=O)OC)N1C(=O)Nc1ccc(Cl)cc1 (stereo not given) |
| 3 | ? | 6% | -1.9 | 40µM* | -4% | 64%[activator] | 2% | Cc1ccc2c(c1)c(/C=C/c1cc[n+](C)cc1)c(C)n2C |
| · | -7% | 2% | 0.6 | 7% | 1% | 1% | -2% | CCOC(=O)c1[nH]nc(-c2cc(CC)c(O)cc2O)c1-c1cscn1 |
| · | 11% | -5% | -3.7 | 0% | 1% | -7% | -3% | Cc1ccc(Oc2ccccc2/C=C2\SC(=O)N(C)C2=O)cc1 |
| · | -1% | 8% | 2.5 | 0% | 0% | -7% | 16% | Cc1c(NC(=O)C2(C)CCCCC2)c(=O)n(-c2ccccc2)n1C |
| 0 | -3% | 5% | -0.4 | 0% | 2% | -12% | 9% | CCOC(=O)c1c(N=CN(C)C)c(C#N)c2n1CCCC2 |
| 2 | 7% | -8% | -2.5 | -15% | -7% | -4% | -10% | COC(OC)C12c3ccccc3C(c3ccccc31)C1C(=O)N(c3cccnc3)C(=O)C12 (stereo not given) |
| 5 | 1% | 3% | -0.5 | 5% | -2% | 1% | -13% | O=C1C=C(c2ccccc2)C[C@@H](c2ccc3c(c2)OCO3)C1 |
| -6 | 8% | -1% | -0.4 | 4% | -3% | -12% | 2% | CCOC(=O)c1c(C)cc(C)n2c1nc1ccccc12 |
| -1 | -9% | 0% | -15 | 1%[57.1 µM] | 0% | -3% | 8% | CC(C)[C@H](N)C(=O)NC[C@H](CC(=O)NC[C@H]1CC[C@H](C(=O)O)CC1)c1ccc(Cl)cc1 |
| 7 | -1% | 9% | -2.2 | 12% | -6% | 3% | 2% | Cc1ccc2nc(C)c3c(c2c1)N(c1ccc(F)cc1)CC3 |
| -3 | 9% | -4% | -2.3 | 10% | 0% | -11% | -8% | O=C(CN1N=C(c2ccccc2)CCC1=O)NCc1ccccc1 |
| · | -4% | -8% | -2.3 | 0% | -4% | 0% | 3% | CCOc1cccc2c1OC1(C)CC2NC(=O)N1c1cccc(Cl)c1 (stereo not given) |
| -1 | -6% | -13% | -3.0 | 6% | 1% | 1% | 3% | CC(=O)/C(N=Nc1c(C)n(C)n(-c2ccccc2)c1=O)=C(\C)O |
| · | -4% | 2% | -0.5 | 6% | 0% | -1% | 8% | CCNS(=O)(=O)c1ccc(Br)c(OC)c1 |
| 2 | 7% | 1% | -1.5 | 0% | 1% | -16% | -10% | O=C(NCCN1CCN(C(=O)c2cc3ccccc3oc2=O)CC1)c1cc2ccccc2oc1=O |
| · | 2% | 6% | -4.7 | 2% | -3% | -10% | -1% | Clc1ccc(OCCN2CCCCC2)c(Cl)c1 |
| 0 | -11% | ? | -0.5 | -11% | -4% | -11% | -23% | CCCCNc1c(-c2ccc(OC)c(SC3CCCCC3)c2)nc2cc(C)ccn12 |
| 1 | -6% | -23% | -7.5 | -17% | -1% | ? | 5% | Cc1cc(C(=O)O)ccc1N=Cc1c(O)ccc2ccccc12 |
| -1 | -3% | 13% | 1.7 | -1% | -13% | -3% | 19% | Cc1cc(NC(=O)CN2CCCC2c2nc3ccccc3s2)no1 (stereo not given) |
| · | -2% | 6% | 0.1 | 9% | 0% | -1% | 8% | CCN1CCN(C(c2cccs2)C(C)NC(=O)CC(C)C)CC1 (stereo not given) |
| -1 | -11% | -4% | -4.8 | 6% | -4% | 11% | 6% | CCOc1cc2[nH]c(=S)n(CCCC(=O)NCc3ccccn3)c(=O)c2cc1OCC |
| · | 1% | 8% | -7.6 | 0% | 1% | -5% | 1% | CC(C)CCNC(=O)CN(Cc1cccs1)C(=O)CCC(=O)Nc1nccs1 |
| -6 | -6% | 16% | 1.1 | -12% | 0% | -3% | 19% | O=C(CN1C(=O)NC2(CCCCC2)C1=O)NCCc1c[nH]c2ccccc12 |
| · | -4% | 13% | -0.9 | 4% | 2% | -3% | 11% | O=C(Nc1ccc(CN2CCOCC2)cc1)c1cccc(F)c1 |
| -1 | -18% | 0% | -2.3 | 2% | · | -5% | 7% | Cc1cccc(CN(C)C[C@@H]2OCc3cnnn3CCCC(=O)N([C@H](C)CO)C[C@H]2C)c1 |
| -22 | 10% | -3% | -1.3 | 1% | -6% | -10% | -12% | O=c1c2c(-c3ccccc3)csc2ncn1/N=C/c1ccc(O)c([N+](=O)[O-])c1 |
| 0 | -7% | 12% | -0.1 | 6% | 0% | -4% | 18% | CC1CCN(c2ccccc2N)CC1 |
| 5 | 6% | -28% | -1.4 | -5% | 0% | -2% | -4% | Cc1ccc(NC(=O)Cc2c[nH]c3ccccc23)cc1S(=O)(=O)N1CCCCCC1 |
| 7 | -26% | 2% | -3.5 | 0% | 0% | 3% | 5% | COc1ccc(OC)c(N(CC(=O)NC2CCCCCC2)S(=O)(=O)c2ccc(C)cc2)c1 |
| -4 | -2% | 6% | -0.4 | 5% | -1% | 7% | 7% | COc1ccc(CCNC(=O)c2cc(C(=O)c3cc(C)ccc3O)cn(CCc3ccc(OC)cc3)c2=O)cc1 |
| 3 | 9% | -11% | 1.5 | -13% | 1% | -7% | -21% | O=C(c1ccc(S(=O)(=O)N2CCOCC2)cc1)N(Cc1ccco1)Cc1cccs1 |
| · | 0% | 5% | -1.8 | -5% | -5% | 1% | 14% | CCN(CC)C(=O)C1CCCN(C/C=C/c2ccccc2)C1 (stereo not given) |
| 2 | 1% | -8% | 1.7 | 0% | · | -9% | -13% | O=C(NCc1cccc(F)c1)Nc1nnc([C@@H]2C[C@H](O)[C@@H](CO)O2)s1 |
| -2 | 7% | 2% | -2.9 | -18%[57.1 µM] | 1% | 0% | 0% | COc1cccc(CNC(=O)CCCNS(=O)(=O)c2cccs2)c1 |
| -24 | -2% | ? | -0.6 | -9% | -2% | 2% | -17% | O=c1[nH]c(CN2CCN(S(=O)(=O)/C=C/c3ccccc3)CC2)nc2cc(Cl)ccc12 |
| -4 | 12% | -6% | -2.3 | -4% | · | -5% | 2% | COc1cc(NC(=O)[C@H]2O[C@@H](n3cnc4c(N)ncnc43)[C@H](O)[C@@H]2O)cc(OC)c1OC |
| 4 | 13% | -14% | -3.9 | -3% | 1% | -8% | 1% | CC(C)(C)NC(=S)NC(=O)C12CCC3CC(CC(C3)C1)C2 |
| -11 | 4% | 2% | -1.0 | -4% | -1% | -9% | 6% | O=C(NCC1CCCO1)c1ccc2c(=O)n(CCc3ccccc3)c(=O)[nH]c2c1 (stereo not given) |
| 0 | 0% | 14% | 0.0 | 1% | 0% | 2% | 0% | COc1ccc(NC(=O)CSc2nccn2Cc2ccco2)cc1OC |
| 1 | 6% | 0% | -2.0 | -1% | 2% | 2% | -7% | NS(=O)(=O)c1ccc(NC(=O)Nc2ccc(C(F)(F)F)cc2)cc1 |
| -7 | 11% | -7% | -2.9 | 3% | -3% | -20% | 5% | Cc1c(NC(=O)CSc2ccccc2F)c(=O)n(-c2ccccc2)n1C |
| 6 | -1% | -22% | 2.5 | -8% | 4% | -9% | -11% | Nc1cc(Oc2ccc(Cl)cc2Cl)nc(N)n1 |
| 2 | 0% | -15% | -0.5 | -5%[57.1 µM] | 0% | -3% | -1% | O=C(O)C1C2CCC(C2)C1C(=O)Nc1nc2ccccc2s1 (stereo not given) |
| -9 | 0% | -11% | -0.4 | -9% | 2% | -11% | 0% | COC(=O)C1CCN(C(=O)COC(=O)C2CCN(S(=O)(=O)c3c(Cl)cccc3Cl)CC2)CC1 |
| -3 | 3% | 11% | -0.7 | -25% | 1% | -7% | 5% | O=C(c1cnn2c(C(F)(F)F)cc(-c3ccc(Br)cc3)nc12)N1CCOCC1 |
| -2 | 6% | 1% | -1.7 | 4% | 0% | -5% | -7% | Cc1cc2oc3c(c(=O)c2cc1C)C(c1cccc(Br)c1)N(Cc1ccco1)C3=O (stereo not given) |
| 2 | 7% | 10% | -0.8 | 6% | 0% | -1% | -3% | Cc1cc(Br)c(NC(=O)C(C)Sc2nnnn2C)c(Br)c1 (stereo not given) |
| 5 | 6% | -18% | -3.9 | 9%[57.1 µM] | · | -5% | 6% | CC1(C(=O)O)CCCN1C(=O)c1cccc2ccccc12 (stereo not given) |
| · | -2% | 18% | -0.2 | -9% | -1% | -4% | 13% | COc1cccc(C(=O)NC2(C(F)(F)F)N=C3SCCN3C2=O)c1 (stereo not given) |
| -2 | -4% | 18% | 0.5 | 8% | -2% | 3% | 16% | COc1ccc(C2NC(=O)CCC2[N+](=O)[O-])cc1OC (stereo not given) |

Part of the list above in order of count of non-hydrogen atoms, lowest first:
| PI5P4K alpha inh | EPAC1 ag | EPAC1 antag | CCT modulator | WRN inhibitor | Mm-Cpn inhibitor | PLK1 PBD inh | EPAC2 antag | SMILES |
| --- | --- | --- | --- | --- | --- | --- | --- | --- |
| -6 | 8% | -1% | -0.4 | 4% | -3% | -12% | 2% | CCOC(=O)c1c(C)cc(C)n2c1nc1ccccc12 |
| 5 | 6% | -18% | -3.9 | 9%[57.1 µM] | · | -5% | 6% | CC1(C(=O)O)CCCN1C(=O)c1cccc2ccccc12 (stereo not given) |
| · | 0% | 5% | -1.8 | -5% | -5% | 1% | 14% | CCN(CC)C(=O)C1CCCN(C/C=C/c2ccccc2)C1 (stereo not given) |
| -1 | -6% | -13% | -3.0 | 6% | 1% | 1% | 3% | CC(=O)/C(N=Nc1c(C)n(C)n(-c2ccccc2)c1=O)=C(\C)O |
| · | -2% | 18% | -0.2 | -9% | -1% | -4% | 13% | COc1cccc(C(=O)NC2(C(F)(F)F)N=C3SCCN3C2=O)c1 (stereo not given) |
| 0 | 0% | 14% | 0.0 | 1% | 0% | 2% | 0% | COc1ccc(NC(=O)CSc2nccn2Cc2ccco2)cc1OC |
| -6 | -6% | 16% | 1.1 | -12% | 0% | -3% | 19% | O=C(CN1C(=O)NC2(CCCCC2)C1=O)NCCc1c[nH]c2ccccc12 |
| -11 | 4% | 2% | -1.0 | -4% | -1% | -9% | 6% | O=C(NCC1CCCO1)c1ccc2c(=O)n(CCc3ccccc3)c(=O)[nH]c2c1 (stereo not given) |
| 5 | 6% | -28% | -1.4 | -5% | 0% | -2% | -4% | Cc1ccc(NC(=O)Cc2c[nH]c3ccccc23)cc1S(=O)(=O)N1CCCCCC1 |
| 2 | 7% | -8% | -2.5 | -15% | -7% | -4% | -10% | COC(OC)C12c3ccccc3C(c3ccccc31)C1C(=O)N(c3cccnc3)C(=O)C12 (stereo not given) |
